Screening data as filed in PubChem.
TAAR1 antagonist: human TAAR1 antagonism. actives 1.5% (n = 360,000). Q96RJ0. AID 624466. CHO RD-HGA16 TAAR1, Fluo-8 calcium fluorescence, antagonist. inhibition, % at 3 µM;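 active = inhibition above a per-plate cutoff, the mean inhibition of test compounds on that plate plus 3 SD, cut at about 49% in these data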;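 note: 0% = DMSO plus EC80 beta-PEA response and 100% = DMSO alone without agonist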
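Test system: RD-HGA16 CHO cells with stable hTAAR1 and Gα16 / Probe or stimulus: EC80 β-phenethylamine stimulus / Times: seeding 17-24 h prior, 75-min 37 °C, 30-min RT dye loading / Detection: Fluo-8 calcium-sensitive fluorescence / Read-out basis: % inhibition scaled between DMSO and EC80 PEA controls / Repeats: singlicate, one well per test compound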
M1 antag: antagonists of human M1 muscarinic receptor. P11229. CHO-K1 hM1, Fluo-8 calcium fluorescence, ACh EC80 antagonist. inhibition, % at 3 µM. actives 1.3% (n = 360,000). AID 588852;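 active = percent inhibition above its own plate's cutoff, namely the mean of that plate's compound wells plus 3 SD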;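 note: peak over basal fluorescence ratio during 140 s after agonist addition; 0% = ACh EC80 plus DMSO and 100% = DMSO alone without agonist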
Target sequence (P11229 whole entry, looked up): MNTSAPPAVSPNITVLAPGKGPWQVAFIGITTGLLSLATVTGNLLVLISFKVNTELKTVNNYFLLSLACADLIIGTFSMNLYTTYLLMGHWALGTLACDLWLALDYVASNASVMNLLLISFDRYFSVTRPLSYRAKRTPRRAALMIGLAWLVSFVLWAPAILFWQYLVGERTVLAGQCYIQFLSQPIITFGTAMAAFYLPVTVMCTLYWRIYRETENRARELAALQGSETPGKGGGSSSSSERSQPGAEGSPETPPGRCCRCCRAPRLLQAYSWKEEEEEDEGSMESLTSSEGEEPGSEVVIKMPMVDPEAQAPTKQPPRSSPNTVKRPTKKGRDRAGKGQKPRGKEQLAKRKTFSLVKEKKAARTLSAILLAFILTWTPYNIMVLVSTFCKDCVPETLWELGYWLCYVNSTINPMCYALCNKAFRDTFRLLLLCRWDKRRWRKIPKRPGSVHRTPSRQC
M1 ag: human M1 muscarinic receptor agonism | P11229 | CHO-K1 hM1, Fluo-8 calcium fluorescence, agonist mode; 0% DMSO, 100% acetylcholine EC100 | activation, % at 3 µM | actives 0.33% (n = 360,000);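 active = activation above the run's mean compound activation plus 3 SD, cut at about 16% in these data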;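 note: peak over basal fluorescence ratio within a 140 s kinetic read after compound addition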
CHO parental Ca: counter-screen: ATP calcium response change in parental CHO cells | parental CHO-K1, ATP-induced calcium, Fluo-8 fluorescence | inhibition, % at 5.6 µM | actives 0.63% (n = 330,000) | AID 463079;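 active = inhibition above that plate's mean sample inhibition plus 3 SD, cut at about 26% in these data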;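 note: 0% = ATP-challenged DMSO wells and 100% = DMSO wells without ATP; some compounds past the cut are filed as inactive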
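Assay system: untransfected parental CHO cell line. Also added: ATP agonist challenge. Dosing: one dose, 5.6 µM nominal. Measured by: Fluo-8 fluorescence. Read-out: % inhibition. Benchmarks: ATP wells versus no-ATP DMSO wells. Repeats: no replicates.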
OXTR agonist: human OXTR agonism; P30559; CHO-OTR cells, Fluo-8 calcium fluorescence; normalized: DMSO 0%, oxytocin 100%; activation, % at 3 µM; actives 0.32% (n = 320,000); AID 2435;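 active = activation above the mean of all tested compounds plus 3 SD, cutoff set per screening run, cut at about 20% in these data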;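 note: peak over basal fluorescence ratio from a 100 s FLIPR kinetic read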
Target sequence (P30559 whole entry, looked up): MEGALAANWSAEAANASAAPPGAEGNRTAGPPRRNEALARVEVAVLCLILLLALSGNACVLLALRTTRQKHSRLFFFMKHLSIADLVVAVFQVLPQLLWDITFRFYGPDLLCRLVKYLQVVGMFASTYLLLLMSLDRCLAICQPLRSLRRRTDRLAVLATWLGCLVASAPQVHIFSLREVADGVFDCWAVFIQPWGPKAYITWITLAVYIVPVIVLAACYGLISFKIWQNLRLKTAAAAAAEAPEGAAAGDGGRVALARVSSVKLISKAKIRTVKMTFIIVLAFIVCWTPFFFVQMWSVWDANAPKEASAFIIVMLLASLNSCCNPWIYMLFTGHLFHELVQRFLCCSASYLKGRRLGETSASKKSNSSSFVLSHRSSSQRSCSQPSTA
TAAR1 ag: human TAAR1 agonism. Q96RJ0. CHO RD-HGA16 TAAR1, Fluo-8 calcium fluorescence; vehicle wells 0%, saturating PEA agonist 100%. activation, % at 3 µM. actives 0.99% (n = 360,000). AID 624467;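 active = activation above the mean activation of all test compounds in the run plus 3 SD, cut at about 38% in these data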
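Signal – calcium-sensitive Fluo-8 signal, excitation 470-495, emission 515-575 nm · System – RD-HGA16 (CHO) cells co-expressing Gα16 and hTAAR1 · Incubation – 17-24 h seeding, 75 min 37 °C dye, 30 min RT · Compound dosing – 3 µM single concentration · Repeats – no replicates (n 1)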
V1R ag counter: counter-screen for oxytocin receptor agonists: human V1a receptor agonists; actives 0.25% (n = 320,000); CHO-V1R cells, Fluo-8 calcium fluorescence, agonist mode; 0% DMSO, 100% 3 nM vasopressin; P37288; activation, % at 3 µM;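 active = activation above the mean activation of all tested compounds plus 3 SD, per screening run, cut at about 20% in these data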;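 note: signal is peak over basal fluorescence ratio across a 100 second FLIPR read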
M1 PAM: positive allosteric modulators of human M1 muscarinic receptor | P11229 | CHO-K1 hM1, Fluo-8 calcium fluorescence, ACh EC20; 0% = ACh EC20, 100% = maximal ACh | activation, % at 3 µM | actives 0.088% (n = 360,000); in the data active = activation above about 19%, passing the limit was not always enough
OXTR potentiate: potentiates the human oxytocin receptor response | P30559 | CHO-OTR cells, Fluo-8 calcium fluorescence, potentiator mode; 0% = oxytocin EC15, 100% = EC100 | activation, % at 3 µM | actives 0.061% (n = 320,000) | AID 2445;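 active = activation above that plate's cutoff, the mean activation of tested compounds plus 3 SD, cut at about 6.6% in these data, passing the limit was not always enough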;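 note: 100% uses oxytocin at 75 nM as the full agonist control; some results filed as inactive read as strong as hits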
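test system = CHO-OTR cells, human receptor | compound = single-point 3.0 µM | schedule = 6 min compound pre-incubation at room temperature, 100 s kinetic read | signal = Fluo-8 no-wash calcium dye fluorescence, excitation 470-495 nm, emission 515-575 nm | repeats = single well per compound, singlicate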
Numbers without * were called inactive; . = no result given.

SMILES	TAAR1 antagonist	M1 antag	M1 ag	CHO parental Ca	OXTR agonist	TAAR1 ag	V1R ag counter	M1 PAM	OXTR potentiate
CCOc1ccc(NC(=O)N(C2CCCCC2)C(C)c2cccnc2)cc1 (stereo not drawn)	6	7	-8	0	1.9	0	1.3	-4	-4
CSc1ccc(-c2sc(Nc3ccccc3)n[n+]2-c2ccc(F)cc2)cc1	.	.	.	-15	-0.7	.	-0.7	.	0
CCOc1cccc(NC(=O)CC#N)c1	-1	-8	-2	0	0.3	6	0.7	10	-5
O=C1CSC2=NCN(c3ccc4c(c3)OCO4)CN12	12	-2	-4	-4	0.8	9	-0.2	3	-3
O=C(Nc1ccc2ccccc2c1)c1cccnc1	4	-2	-3	7	0.7	5	0.9	2	-9
CSCCC(NC(=O)c1ccccc1Br)C(=O)N1CCCC(C(F)(F)F)C1 (stereo not drawn)	-7	-3	2	1	-0.9	2	0.9	6	1
COc1ccc(-c2cc(C(=O)N3CCN(c4ccc(F)cc4)CC3)no2)cc1	-7	-6	-6	-11	-0.2	-4	1.3	5	-7
Cc1nc(-c2cc(C#N)c(Sc3cccc(C(F)(F)F)c3)nc2C)cs1	-25	-11	-3	-31	-1.6	3	0.0	8	-1
O=C(CSc1cccc[n+]1[O-])Nc1ccc(Cl)cc1F	-15	6	-3	4	-0.4	2	0.1	-3	-10
COc1ccc(NC(=S)NCCC2=CCCCC2)cc1OC	-13	-2	-5	-9	-1.8	9	-0.3	3	-21
COCCNC(=O)C(=O)NCC1OCCCN1S(=O)(=O)c1cccs1 (stereo not drawn)	-5	-1	-5	-10	0.9	3	1.1	-4	-3
COc1ccccc1NC(=O)Nc1nc(CC(=O)Nc2ccc(N(C)C)cc2)cs1	29	-14	-3	-13	-1.0	8	0.2	2	0
O=C(Nc1cccc(C(F)(F)F)c1)c1csc([C@@H]2O[C@H](CO)[C@H](O)[C@H](O)[C@H]2O)n1	-2	-18	-1	.	.	1	.	6	.
CSCCC(NC(=O)c1ccccc1Cl)C(=O)NNC(=O)c1ccncc1 (stereo not drawn)	-5	-2	-1	-8	0.7	2	0.9	4	0
Cc1ccc(N=C2CCCN2Cc2ccccc2)c(C#N)c1	-1	3	-8	-7	-1.3	-5	-1.7	0	3
OCCNc1ncnc2c1c(-c1ccccc1)c(-c1ccccc1)n2Cc1ccco1	12	-9	-1	-19	3.9	21	7.9	7	-7
O=C(CCNS(=O)(=O)c1cccc2nonc12)NC1CCCCC1	-9	6	-4	-11	0.4	2	0.4	-6	-18
Nc1cc2cccnc2cc1Cl	23	2	-1	.	.	2	.	1	.
O=C(Nc1ccc(S(=O)(=O)Nc2ncccn2)cc1)C12CC3CC(CC(Cl)(C3)C1)C2	-5	-20	-2	-9	-0.4	4	-0.8	13	1
O=C(NCc1ccccc1)C1CC2CCCC(C1)C2=O (stereo not drawn)	-6	-6	-2	-5	0.3	12	0.4	6	-2
Cc1cc(Oc2ccc(=O)n(C)n2)nc(Oc2ccc(=O)n(C)n2)n1	-1	6	-1	-4	0.1	3	1.8	4	3
CCOC(=O)N1CCN(S(=O)(=O)c2ccc(Cl)cc2)CC1	-27	-14	1	-9	-0.8	-1	1.7	11	-10
Cc1cnc(N)c2c(=O)oc3ccccc3c12	-11	1	0	-6	0.3	4	0.9	6	-3
COc1ccc(-c2nc(SC(C)C(=O)NC3CC3)n[nH]2)cc1 (stereo not drawn)	9	-7	-3	.	.	-1	.	11	.
COC/C=C/C1=CC(=O)C[C@H](c2ccc3c(c2)OCO3)C1	-1	19	-2	-18	-0.2	11	-0.1	-2	-6
CNc1nnc(-c2cccc(N(C)C)c2)s1	7	14	-3	-11	-1.5	2	-0.5	-8	-6
N=C1C(c2nc3ccccc3c(=O)[nH]2)=C(O)CN1CCc1ccccc1	.	11	-3	-9	-0.3	.	0.7	-4	0
Cc1cc(C)n2nc3nc(N4CCCCC4)nc(-c4ccco4)c3c2n1	.	-39	-7	-5	2.1	.	-0.6	9	-10
CSCCC(NC(=O)c1ccc(Br)cc1)C(=O)O (stereo not drawn)	-16	11	-6	-3	0.9	1	0.1	3	-2
COc1ccccc1CNC(=O)c1nnc(Cc2ccc(Cl)cc2)o1	-6	-1	-1	-6	-0.1	0	0.4	-1	-6
CN1CCC(NC(=O)c2cccc(Oc3ccccc3)c2)CC1	-1	11	-4	-4	1.8	4	1.6	5	-10
N/C(=N\NC(=O)c1cccs1)c1cc2ccccc2oc1=O	-19	-5	-5	0	-0.3	2	0.9	6	-6
COc1ccc(CCNC(=O)NC2CCCCC2)cc1OC	-2	-8	-1	-9	0.9	6	0.1	18	1
COc1ccc(-c2noc(CCC(=O)Nc3cc(OC)ccc3OC)n2)cc1	-11	-25	1	-19	-0.1	3	2.4	3	-2
COc1cccc(NC(=S)NN2CCN(C)CC2)c1	4	-11	-8	-3	5.7	0	1.2	-1	-10
Cc1c(NC(=O)c2cccc(NC(=O)c3ccco3)c2)cccc1C(=O)O	-18	-5	-6	-2	0.6	1	0.2	7	1
S=c1[nH]nc([C@@H]2C[C@H]2c2ccccc2)n1-c1ccccc1	10	-5	-4	-9	-2.0	-2	-1.1	9	-5
O=C(c1ccc(N2CCCCC2)c([N+](=O)[O-])c1)N(Cc1ccccc1)c1ccccn1	-9	-7	-3	10	-0.9	11	-0.3	6	-4
O=C(Cc1cccs1)Nc1cccc(-c2nc3cc4ccccc4cc3[nH]2)c1	74*	23	-8	3	-1.1	8	-0.3	-14	-5
CCOC(=O)C1=C(c2ccccc2)N=c2s/c(=C\c3cccc(O)c3)c(=O)n2C1c1cccs1 (stereo not drawn)	8	5	0	-3	1.0	2	-1.1	1	-1
Cc1onc(-c2ccccc2)c1C(=O)NNC(=S)NC(=O)c1ccc(Br)cc1	-10	7	75*	-2	73*	1	66*	-18	-11
CC1CCCC(C)N1C(=O)COC(=O)c1ccc([N+](=O)[O-])o1 (stereo not drawn)	-12	-3	1	6	2.0	2	1.2	-2	0
O=C(Nc1ccccc1)N(C1=NCCCCS1)c1ccccc1	-9	-13	-6	-8	0.4	8	0.1	2	-1
O=C(Nc1ccccc1-c1ccccc1)C1CCCN(c2ncccn2)C1 (stereo not drawn)	7	-11	-2	-16	-0.7	11	-0.2	6	-8
NC(=S)c1cc2cc(Cl)ccc2oc1=O	-15	3	-3	-14	0.5	-1	-2.6	3	-3
COc1ccccc1CCC(=O)Nc1ccc(S(=O)(=O)Nc2ncccn2)cc1	-23	-18	-6	.	.	5	.	10	.
N#Cc1c(C(F)(F)F)cc(-c2ccc(F)cc2)nc1SCC(=O)O	8	12	-4	2	-0.8	0	-1.2	2	-8
COC(=O)/C=C1/S/C(=N/N=C/c2ccco2)NC1=O	-4	-2	-3	2	-0.9	2	0.0	10	-6

No new results follow: an excerpt of the list.
SMILES	TAAR1 antagonist	M1 antag	M1 ag	CHO parental Ca	OXTR agonist	TAAR1 ag	V1R ag counter	M1 PAM	OXTR potentiate
N#Cc1c(C(F)(F)F)cc(-c2ccc(F)cc2)nc1SCC(=O)O	8	12	-4	2	-0.8	0	-1.2	2	-8
COC(=O)/C=C1/S/C(=N/N=C/c2ccco2)NC1=O	-4	-2	-3	2	-0.9	2	0.0	10	-6

Further records follow:
SMILES	TAAR1 antagonist	M1 antag	M1 ag	CHO parental Ca	OXTR agonist	TAAR1 ag	V1R ag counter	M1 PAM	OXTR potentiate
c1cncc(C2Nc3ccccc3-c3nc4ccccc4n32)c1 (stereo not drawn)	22	19	-4	-28	0.2	10	0.9	-17	-1
O=c1c2ccccc2ncn1Cc1ccco1	16	-6	-2	-9	0.4	-1	0.0	3	-9
CCOc1ccccc1N(CC(=O)NCCSc1ccccn1)S(=O)(=O)c1ccc(C)cc1	31	-1	-4	-32	2.4	4	0.5	-4	-9
Cc1nnsc1NC(=O)OCc1ccccc1Cl	5	3	0	2	17	41*	7.1	-2	-27
O=C(COc1ccc(Cl)cc1)N1CCN(S(=O)(=O)c2ccccc2)CC1	11	0	-3	-5	2.4	3	1.9	1	-11
C=CCn1c(SCC(=O)c2ccccc2)nnc1-c1ccc2c(c1)OCO2	0	0	-1	-8	-0.4	1	0.7	3	-6
COC(=O)c1cc(C(=O)N2CCN(c3ncccn3)CC2)cc([N+](=O)[O-])c1	1	-1	-4	-18	0.5	0	1.3	1	-3
CCN(CC)C(=O)c1sc(NC(=O)Cc2ccccc2)c(C#N)c1C	4	-10	-3	-18	-0.8	0	-0.8	5	-3
CC(=O)Nc1ccc(NC(=O)COc2cccc3ccccc23)cc1	5	-13	0	.	.	10	.	3	.
Cc1cccc(N2CCN(C(=O)CCNS(=O)(=O)c3ccc4c(c3)CCC(=O)N4)CC2)c1C	21	-10	-3	-10	1.4	8	3.4	7	-4
CCOC(=O)C(=O)Nc1ccccc1C(=O)OC	11	-3	-2	-11	-1.5	-1	-0.5	5	-9
Cc1nc(C(F)(F)F)nc(Nc2ccc(N=Nc3ccccc3)cc2)c1C#N	-35	5	-4	9	-1.1	4	-0.2	-3	-4
COCCNC(=O)C1(C)CCN(Cc2ccccc2C#N)C1 (stereo not drawn)	-7	-12	-5	.	.	0	.	7	.
CC[C@H](C)[C@H]1CNC(=O)C(=O)N1CC1CCN(CCc2ccc(Cl)c(Cl)c2)CC1	-7	8	-11	.	.	-1	.	-16	.
CCOC(=O)c1[nH]c(=O)[nH]c1CSc1ccccn1	-15	-2	-6	-10	1.0	3	0.8	5	0
CCCNC(=O)C1(C)CCN(C(=O)c2ccccc2OC)C1 (stereo not drawn)	-6	-2	1	.	.	0	.	4	.
CC(=O)C1=NN(c2ccccc2)C(c2ccc3c(c2)OCO3)N1c1ccc(N2CCOCC2)cc1 (stereo not drawn)	-22	2	-8	-7	-1.8	6	0.1	-5	-6
COc1ccc(/C=C/c2ccncc2)cc1	-11	-15	-3	-4	2.1	2	-0.2	9	-9
COc1ccc(COCC(O)CN2CCCC(C(F)(F)F)C2)cc1 (stereo not drawn)	7	14	-5	-22	-0.9	1	0.3	-9	-9
O=C(O)c1ccccc1SCc1cn2ccccc2n1	-12	-7	0	-3	-0.2	1	0.6	4	-5
